# Assay outcomes as filed in PubChem BioAssay.
# NSD2 inh: blocks human histone methyltransferase NSD2; O96028; NSD2 peptide methylation, AlphaScreen, 120 min; inhibition, % at 12.5 µM; hit rate 0.54% among 310,000; AID 743445; in the data active = inhibition above about 50%
# Rtt109 HAT inh: C. albicans Rtt109 histone acetyltransferase inhibition | hit rate 0.16% among 330,000 | inhibition, % at 34.9 µM | purified Rtt109/Vps75, ThioGlo CoA-SH fluorescence, 4 h;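 active = inhibition of at least 50% in every replicate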
# Target sequence (Q5AAJ8 whole entry, looked up): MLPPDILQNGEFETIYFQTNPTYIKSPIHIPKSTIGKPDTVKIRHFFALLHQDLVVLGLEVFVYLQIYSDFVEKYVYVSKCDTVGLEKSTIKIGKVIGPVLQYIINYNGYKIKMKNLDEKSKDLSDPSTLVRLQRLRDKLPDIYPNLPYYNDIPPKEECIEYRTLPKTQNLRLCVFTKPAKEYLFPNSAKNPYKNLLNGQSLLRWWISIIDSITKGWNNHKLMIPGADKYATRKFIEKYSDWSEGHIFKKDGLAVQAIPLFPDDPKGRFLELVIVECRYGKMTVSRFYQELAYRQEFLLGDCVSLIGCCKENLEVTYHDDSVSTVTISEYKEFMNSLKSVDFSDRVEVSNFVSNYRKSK
# CAL PDZ FP-1: CAL PDZ (human) peptide binding inhibition | inhibition, % at 24.9 µM | AID 602252 | purified CAL PDZ, TMR-peptide fluorescence polarization, 1 h | hit rate 0.92% among 300,000;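 active = mean inhibition of at least 30% with at least half of replicates also reaching 30%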;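 also: 0% = DMSO neutral control and 100% = excess unlabeled competitor peptide PRC23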
# dFosB act: mouse delta FosB homodimer activation | purified delta FosB, TAMRA-CDK5 oligo fluorescence polarization; percent of positive-control signal above neutral wells | hit rate 0.99% among 340,000 | activation, % at 25 µM | AID 493131 | P13346;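 active = mean activation above about 17%, with every replicate also reaching it, limit read from the data, passing the limit was not always enough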;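 also: fluorescence polarization rise as delta FosB binds a TAMRA Cdk5 AP-1 oligo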
# MITF act: activators of MITF-driven TRPM1 promoter activity in SK-MEL-5 cells; SK-MEL-5 TRPM1-promoter luciferase, 24 h; % of positive control, neutral wells = 0; activation, % at 12.5 µM; hit rate 0.75% among 300,000;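 active = mean activation of at least 80% with every replicate also reaching 80%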;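 also: 0% = neutral control wells and 100% = parthenolide positive control wells; values of inactives mirror those of a sister screen read the other way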
# SR-BI DiI inh: mouse SR-BI HDL lipid transfer inhibition; Q61009; ldlA[mSR-BI] CHO cells, DiI-HDL uptake fluorescence, 3 h; inhibition, % at 12.5 µM; hit rate 0.96% among 320,000;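 active = mean replicate inhibition of at least 70% and a set share of replicates each scoring 70 or more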;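 also: 0% = median of neutral control wells and 100% = median of positive control wells; values of inactives mirror those of a sister screen read the other way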
# Target sequence (Q61009 whole entry, looked up): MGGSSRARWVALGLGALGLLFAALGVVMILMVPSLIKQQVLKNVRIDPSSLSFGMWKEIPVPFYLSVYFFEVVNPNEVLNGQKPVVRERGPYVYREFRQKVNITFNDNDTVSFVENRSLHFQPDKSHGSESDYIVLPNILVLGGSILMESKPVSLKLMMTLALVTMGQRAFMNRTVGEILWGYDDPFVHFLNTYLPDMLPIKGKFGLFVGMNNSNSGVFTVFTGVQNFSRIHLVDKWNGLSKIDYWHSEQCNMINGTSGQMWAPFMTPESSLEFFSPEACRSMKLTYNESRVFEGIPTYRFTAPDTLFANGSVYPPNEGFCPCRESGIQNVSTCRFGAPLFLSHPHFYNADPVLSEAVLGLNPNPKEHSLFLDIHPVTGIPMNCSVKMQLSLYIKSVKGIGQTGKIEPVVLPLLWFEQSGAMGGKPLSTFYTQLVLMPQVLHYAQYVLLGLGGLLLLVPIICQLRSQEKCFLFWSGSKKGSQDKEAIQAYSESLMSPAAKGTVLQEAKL
# PfHsp90 yeast 2: inhibits growth of yeast expressing Plasmodium falciparum Hsp90. S. cerevisiae expressing PfHsp90, BacTiter-Glo ATP, 48 h; yeast lacking PDR1 and PDR3 efflux regulators. inhibition, % at 9.4 µM. hit rate 0.32% among 310,000. AID 504621;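 active = every replicate shows inhibition above about 80%, whatever the replicate mean, limit read from the data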;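 also: 0% = DMSO neutral controls and 100% = 20 µM radicicol positive controls; yeast relying on Plasmodium falciparum Hsp90 in place of its own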
# SR-BI uptake up: SR-BI HDL lipid transfer activation | CHO ldlA[mSR-BI] cells, DiI-HDL uptake fluorescence, 3 h; 100 = double the neutral-control signal | activation, % at 12.5 µM | hit rate 0.096% among 320,000 | AID 504775;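 active = mean replicate activation of at least 60% and every replicate at or above 60%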;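 also: 0% = median plate neutral-control signal and 100% = twice that signal; values of inactives mirror those of a sister screen read the other way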
#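 system = CHO ldlA[mSR-BI] cells, LDL receptor-null, SR-BI overexpressing | medium = Ham's F12 with 0.5% BSA, HEPES 25 mM, pH 7.4 | probe or stimulus = DiI-HDL 10 µg/mL | compound dosing = single-point compound dose | incubation = compound exposure 3 h, 37 °C | technique = DiI fluorescence, bottom read | read-out = cell-associated DiI fluorescence as measure of HDL uptake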
# PvdQ acylase: blocks Pseudomonas aeruginosa PvdQ acylase activity | purified PvdQ acylase, fluorescence plate reader | inhibition, % at 10 µM | hit rate 0.063% among 340,000 | AID 488965; in the data active = inhibition above about 30%, passing the limit was not always enough;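 also: 0% = vehicle neutral wells and 100% = reference inhibitor wells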
# CAL PDZ FP-2: human CAL PDZ-peptide interaction inhibition; purified CAL PDZ, TMR-peptide fluorescence polarization, 1 h; hit rate 0.02% among 330,000; inhibition, % at 20 µM; AID 504414; Q9HD26;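 active = highest replicate inhibition of at least 40%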;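 also: plate controls were DMSO neutral control wells for no effect and unlabeled competitor peptide control wells for full effect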
#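 Material: tagged CAL PDZ protein CerCALP, purified; buffer or medium: sodium phosphate/NaCl buffer pH 7.4 with TCEP, IgG, Thesit; also added: fluorescent TMR peptide probe; schedule: 1 h incubation at room temperature before polarization reading; technique: fluorescence polarization from S- and P-plane intensities, G-factor corrected; control set: unlabelled peptide and DMSO controls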
# * hit, by the source's call; x = no result given. No enrichment for hits. Share with any hit: about 4.3%.
SMILES,NSD2 inh,Rtt109 HAT inh,CAL PDZ FP-1,dFosB act,MITF act,SR-BI DiI inh,PfHsp90 yeast 2,SR-BI uptake up,PvdQ acylase,CAL PDZ FP-2
COc1ccc(OC)c2[nH]c(=O)c(CCNC(=O)Cc3cccs3)cc12,-5,x,-5,1,4,-30,10,30,-1,-3.0
Cc1c(Cl)c([N+](=O)[O-])nn1CC(=O)NCC1CCCO1 (stereo unspecified),-2,-3,x,-5,5,6,-27,-6,-8,-0.2
COc1cc(C2=NOC(C(=O)Nc3c(C)n(C)n(-c4ccccc4)c3=O)C2)cc(OC)c1OC (stereo unspecified),-2,-5,2,-8,-5,-4,-2,4,-5,-1.1
CCc1ccc(OCC(=O)N(CC)CC)cc1,-2,2,1,4,13,-10,6,10,-8,-2.3
COCCn1c(Cc2ccccc2)nnc1SC(C)C(=O)NC1CC1 (stereo unspecified),0,0,3,-3,-7,-20,17,20,-2,-1.7
COc1cc2nc(SCc3ccc(C(F)(F)F)cc3)n(Cc3cccs3)c(=N)c2cc1OC,1,13,-4,11,x,-4,-22,4,-14,-1.5
COc1ccc(CNC(=O)Cn2ccc([N+](=O)[O-])n2)cc1OC,-2,-4,x,-3,-8,-6,-18,6,-5,0.1
CCN1C(=O)C(NC(C)=O)c2cc(Br)ccc21 (stereo unspecified),-1,8,-4,-1,5,-16,-8,16,-17,-0.4
O=C(Nc1ccc(Oc2ccccc2)nc1)C1CCCCN1Cc1cccc(O)c1 (stereo unspecified),-2,-3,-1,-7,-10,-7,4,7,-11,-1.1
COC(=O)c1c(C)[nH]c(C)c1-c1ccc(C)cc1,-1,8,-24,-3,9,1,-17,-1,-14,-0.1
CCOc1ccc(N2CC(C(=O)NCc3ccc4c(c3)OCO4)CC2=O)cc1 (stereo unspecified),0,-6,-20,-3,-12,x,-2,x,1,-0.7
COc1ccc(NC(=O)Nc2cccc3c2O[C@H](CN(C)C(=O)Nc2ccc4c(c2)OCO4)[C@@H](C)CN([C@H](C)CO)C3=O)cc1,x,4,-4,-2,20,9,1,-9,-15,-0.8

# Another view of some results above:
smiles	NSD2 inh	Rtt109 HAT inh	CAL PDZ FP-1	dFosB act	MITF act	SR-BI DiI inh	PfHsp90 yeast 2	SR-BI uptake up	PvdQ acylase	CAL PDZ FP-2
CCN1C(=O)C(NC(C)=O)c2cc(Br)ccc21 (stereo unspecified)	-1	8	-4	-1	5	-16	-8	16	-17	-0.4
COc1cc2nc(SCc3ccc(C(F)(F)F)cc3)n(Cc3cccs3)c(=N)c2cc1OC	1	13	-4	11	x	-4	-22	4	-14	-1.5
Cc1c(Cl)c([N+](=O)[O-])nn1CC(=O)NCC1CCCO1 (stereo unspecified)	-2	-3	x	-5	5	6	-27	-6	-8	-0.2
CCOc1ccc(N2CC(C(=O)NCc3ccc4c(c3)OCO4)CC2=O)cc1 (stereo unspecified)	0	-6	-20	-3	-12	x	-2	x	1	-0.7
COCCn1c(Cc2ccccc2)nnc1SC(C)C(=O)NC1CC1 (stereo unspecified)	0	0	3	-3	-7	-20	17	20	-2	-1.7
O=C(Nc1ccc(Oc2ccccc2)nc1)C1CCCCN1Cc1cccc(O)c1 (stereo unspecified)	-2	-3	-1	-7	-10	-7	4	7	-11	-1.1

# (further entries)
SMILES,NSD2 inh,Rtt109 HAT inh,CAL PDZ FP-1,dFosB act,MITF act,SR-BI DiI inh,PfHsp90 yeast 2,SR-BI uptake up,PvdQ acylase,CAL PDZ FP-2
Cc1ccc(NC(=O)CCN2CCN(C/C=C/c3ccccc3)CC2)cc1C,64*,3,x,-4,4,2,-2,-2,-11,-0.9
O=C(c1ccc([N+](=O)[O-])cc1)N1CCN(C2=NS(=O)(=O)c3ccccc32)CC1,-1,0,1,-4,-11,-16,14,16,-15,-0.2
O=[N+]([O-])c1ccccc1N/N=C\c1ccccc1Cl,19,-6,-3,-3,41,3,14,-3,3,-2.1
CCOc1ccccc1CN1CCNC(=O)C1CC(=O)N(C)CCc1ccccn1 (stereo unspecified),-4,5,1,1,10,-31,-4,31,-5,-1.1
COc1ccc(S(=O)(=O)N2CCOCC2)cc1NC(=O)COc1cccnc1[N+](=O)[O-],0,0,x,-19,6,0,-12,0,5,-2.0
COc1ccc(N(C)S(=O)(=O)c2cccc(C(=O)NC3=NCCS3)c2)cc1,-1,6,-3,2,8,3,-13,-3,11,-0.1
O=C(CN1CCN(C/C=C/c2ccccc2)CC1)NCc1ccccc1,-2,x,-1,-3,-8,-11,-26,11,-13,-2.2
CC(C)=CC(=O)Nc1ccc(OCc2ccccc2)cc1,1,0,-4,-8,64,17,3,-17,-17,-0.3
COc1ccc(C(=O)Nc2ccccc2N2CCN(C(=O)C(C)C)CC2)cc1Cl,-1,5,0,-14,-3,51,13,-51,-5,-2.1
O=C(N/N=C/c1ccc(OCC(=O)N2CCCCC2)cc1)c1ccccc1O,1,9,-2,-7,1,21,13,-21,8,-1.3
CC(=O)Oc1c(C)c(OC(C)=O)c2c(c1C(C)=O)OC1CC(=O)C(C(C)=O)=C(O)C21C (stereo unspecified),-2,-3,4,-7,10,-22,-7,22,9,-0.9
O=C(c1ccc2c(c1)OCO2)N1CCCc2ccccc21,-4,-7,1,3,-1,33,15,-33,-3,-0.9
O=C(c1ccccc1Br)N1CCN(c2ncccn2)CC1,3,-4,-4,-4,-1,x,-4,x,-7,x
CC(OC(=O)c1ccco1)C(=O)NC1CCCCC1 (stereo unspecified),-1,-4,-4,-9,-6,17,28,-17,-4,-0.3
COc1cccc(CC(=O)NC2CCSc3ccccc32)c1 (stereo unspecified),1,14,4,-7,-2,-4,-7,4,10,-2.3
COC(C(=O)Nc1ccc(S(=O)(=O)Nc2cccc3ccccc23)cc1)c1ccccc1 (stereo unspecified),1,-5,-2,-4,-11,3,7,-3,-4,-1.2
O=C(Nc1ccc(-c2nc3ccccc3[nH]2)cc1)C1CCCO1 (stereo unspecified),x,6,-5,-9,-8,12,62,-12,-10,-3.0
Cc1cc(NC(=O)c2ccc(S(=O)(=O)N3CCOCC3)cc2)no1,1,4,-4,-3,-3,-4,14,4,14,-0.7
COc1ccc(NC(=O)N(C)C[C@H]2Oc3ccc(NC(=O)NC4CCCCC4)cc3C(=O)N([C@H](C)CO)C[C@@H]2C)cc1,x,7,4,9,0,-9,46,9,-1,-1.4
CC(=O)Nc1cc(N2C(=O)CCC2=O)ccc1Cl,-1,10,-2,1,6,-51,-37,51,-8,0.5
Cc1ccc(CNC(=O)NCc2ccccc2)cc1,1,4,-4,-4,13,-25,-1,25,-4,-3.7
Cc1ccc(C)c(NS(=O)(=O)c2cc(C(=O)NCc3ccccn3)ccc2Cl)c1,-1,5,3,-2,-19,9,x,-9,2,-1.2
O=C(NN1CCCCC1)c1cccc2ccccc12,0,-6,1,4,-17,10,9,-10,-6,-1.3
CCN(CC)C(=O)n1cnc(-c2ccccc2)c1-c1ccccc1,0,3,3,0,3,-4,17,4,-4,-1.4

# The list goes on, overlapping the part above by 2 compounds.
SMILES,NSD2 inh,Rtt109 HAT inh,CAL PDZ FP-1,dFosB act,MITF act,SR-BI DiI inh,PfHsp90 yeast 2,SR-BI uptake up,PvdQ acylase,CAL PDZ FP-2
O=C(NN1CCCCC1)c1cccc2ccccc12,0,-6,1,4,-17,10,9,-10,-6,-1.3
CCN(CC)C(=O)n1cnc(-c2ccccc2)c1-c1ccccc1,0,3,3,0,3,-4,17,4,-4,-1.4
COc1cccc(NC(=O)CSc2ccc3nnc(-c4ccncc4)n3n2)c1,x,-5,x,-8,2,4,2,-4,-12,-0.7
Cc1c(C)n(CCCN(C)C)c2ncnc(NCc3ccccc3)c12,6,5,3,-1,-6,-21,-12,21,-2,-1.8
O=S(=O)(NCCn1ccc2ccccc21)c1ccccc1,x,-6,-11,4,x,-15,-2,15,-9,0.0
Cc1ccc(C)c(NC(=O)c2nc(Cl)ccc2Cl)c1,-3,-5,-5,6,6,25,2,-25,-17,-3.2
NC(=O)CCC(C(=O)O)N1C(=O)c2ccc(O)cc2C1=O (stereo unspecified),1,2,-7,5,-2,3,0,-3,2,1.3
COc1ccccc1CC(=O)Nc1ccc(C(=O)N2CCCCC2)cc1,-5,-3,-2,-4,2,36,-13,-36,-8,-2.7
Cc1ccc(N=Nc2c(N)[nH]n3c(=O)cc(-c4ccccc4)nc23)cc1,8,6,-2,-1,-4,-4,x,4,-11,0.7
COc1ccc(C(CNC(=O)c2oc3cc(C)c(Cl)cc3c2C)N2CCCCC2)cc1 (stereo unspecified),x,4,-4,9,1,-6,17,6,1,-0.7
N#Cc1ccc(C(=O)NC(=S)N2CCOCC2)cc1,1,-8,x,-1,8,-17,13,17,-8,0.6
CC1CCC(NCCNC(=O)c2ccco2)CC1 (stereo unspecified),1,2,x,-4,9,x,21,x,-7,-1.4
CC(=O)Oc1ccc2c(c1)C(=O)c1ccccc1C2=O,4,8,-7,-5,7,-1,6,1,-11,-0.7
O=C(O)CCc1ccc(-c2ccc(Br)cc2)n1NC(=O)c1ccc([N+](=O)[O-])cc1,2,40,1,-5,1,x,-4,x,14,-3.2
